NTR1 ag: agonists of NTR1, primary screen, imaging, U2OS cells, beta-arrestin-GFP, high content (AID 493036); P30989; NTR1-U2OS beta-arrestin-GFP spot imaging, agonist mode; activation, % at 20 µM; 330,000 tested, 0.17% active;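 active = activation at or above 40% of the spot to cytoplasm intensity ratio, with at least 20 cells analyzed; inconclusive = wells under 20 cells, flagged as cytotoxic or low count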;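 note: 0% = DMSO without peptide and 100% = 100 nM NTR1 peptide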
Target sequence (P30989 whole entry, looked up): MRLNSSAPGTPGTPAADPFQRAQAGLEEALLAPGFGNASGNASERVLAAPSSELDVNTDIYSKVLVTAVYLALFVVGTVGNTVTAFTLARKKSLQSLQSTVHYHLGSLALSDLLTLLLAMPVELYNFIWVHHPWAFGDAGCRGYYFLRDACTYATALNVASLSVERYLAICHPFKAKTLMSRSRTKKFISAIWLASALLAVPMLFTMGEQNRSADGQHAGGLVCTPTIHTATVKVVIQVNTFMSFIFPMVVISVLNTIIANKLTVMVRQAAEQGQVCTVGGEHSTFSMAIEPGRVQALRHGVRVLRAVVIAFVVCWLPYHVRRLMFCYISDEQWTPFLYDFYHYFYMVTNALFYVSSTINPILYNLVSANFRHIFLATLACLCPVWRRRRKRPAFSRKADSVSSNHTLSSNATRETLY
T cell HTS: T cell immune modulation candidate; 2C CD8+ T cell-vesicle binding, flow cytometry; stronger effect = lower value; calls only at 7 µM; 330,000 tested, 0.068% active; AID 2052;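 active = response, share of CD8 T cells binding vesicles, and their 90th percentile fluorescence all below set limits, cut at about 80% in these data, passing the limit was not always enough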
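Assay system – 2C mouse CD8+ T cells · Also added – QL9-loaded Drosophila micro-vesicles · Timing – Cell–vesicle co-incubation 1.5 h at 37 °C, staining 20 min on ice · Signal – flow cytometry of vesicle-bound cells · Measure – percent CD8+ FL2 mean versus row control · Controls – Peptide-free naked vesicles (low) and QL9 vesicles with 0.7% DMSO vehicle (high)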
RSV antiviral HEp-2: inhibition of RSV-induced cytopathic effect – HEp-2 cells, primary 10 µM value included (AID 2391) | HEp-2 cells, RSV-induced CPE inhibition; higher % means a stronger effect | 310,000 tested, 0.13% active | CPE inhibition, % at 10 µM; hits with a dose series show IC50 in µM; in the data active = a potency from the dose series; inconclusive = CPE inhibition mostly from about 23% at the one dose, without a potency; inactive = the rest, 99 in 100 with CPE inhibition below about 21%; note: strong numbers were not always called active
West Nile antiviral: West Nile virus antiviral activity, cell-based, CPE readout (AID 1621). West Nile virus-infected cells, CPE inhibition; higher % means a stronger effect. one-dose CPE inhibition, % at 10 µM; IC50 in µM for titrated hits. 290,000 tested, 0.02% active; in the data active = a potency from the dose series; inconclusive = CPE inhibition mostly from about 3.7% at the one dose, without a potency; inactive = the rest, 99 in 100 with CPE inhibition below about 2.2%; note: strong numbers were not always called active
Dengue-2 NS5 capping: Dengue-2 NS5 methyltransferase inhibitors, primary screen, biochemical, confirmation dose response (AID 588689) | Dengue-2 NS5 methyltransferase capping enzyme assay, biochemical; higher % means a stronger effect | inhibition, % at 25 µM; hits with a dose series show IC50 in µM | 340,000 tested, 0.3% active; in the data active = a potency from the dose series; inconclusive = inhibition above about 29% without an active follow-up result
MgcRacGAP inhibition: MgcRacGAP GTPase-activating activity inhibitors, confirmation, biochemical, ADP Hunter fluorescence; MgcRacGAP-stimulated Rac1 GTP hydrolysis, ADP Hunter fluorescence; higher % means a stronger effect; GST-tagged Rac1 F28L mutant substrate; inhibition, % at 30 µM; hits with a dose series show IC50 in µM; 340,000 tested, 0.6% active;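 active = first-screen hits whose inhibition reached a set limit at any dose in the follow-up dose series; inconclusive = inhibition above the set first-screen limit but never retested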;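 note: fluorescence reports GDP produced by GAP-driven GTP hydrolysis; strong numbers were not always called active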
Large T inhibition: SV40 large T antigen inhibitors, biochemical (AID 1903). inhibition, % at 20 µM, or IC50 in µM where a hit was titrated. 310,000 tested, 0.39% active. SV40 large T antigen ATPase/helicase inhibition assay; higher % means a stronger effect; in the data active = a potency from the dose series; inconclusive = inhibition mostly from about 32% at the one dose, without a potency; inactive = the rest, 99 in 100 with inhibition below about 32%; note: strong numbers were not always called active
PhoP inhibition: PhoP-dependent GFP reporter repression – Salmonella Typhimurium, primary screen (AID 1863) | inhibition, % at 50 µM, or IC50 in µM where a hit was titrated | 300,000 tested, 0.16% active | S. Typhimurium PhoP-regulated promoter GFP reporter, 4 h; higher % means a stronger effect;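 active = inhibition over 29.93%, a cutoff 3 SD above the screen mean, later confirmed by dose response; inconclusive = inhibition over 29.93% but no dose response follow-up; inactive = inhibition at most 29.93% or unconfirmed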;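 note: 0% = low Mg2+ inducing control and 100% = high Mg2+ repressing control; strong numbers were not always called active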
K1F lysis inhibition: protection from phage-mediated lysis, alamar blue read-out – E. coli UTI89, K1F phage, bacterial capsule biogenesis inhibitors (AID 488966); 340,000 tested, 0.02% active; one-dose inhibition, % at 100 µM; IC50 in µM for titrated hits; E. coli UTI89 K1F phage lysis, alamar blue, 2 h; higher % means a stronger effect;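 active = phage lysis inhibition, versus mean bacterial control, above a set limit; inconclusive = no clear call, values can overlap the other calls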;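 note: capsule biogenesis inhibitors block K1F phage lysis so surviving cells raise fluorescence; higher fluorescence means more inhibition of phage lysis; actives were called in the ten point dose series up to 300 µM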
T cell HTS vesicle-bound %: second read-out of T cell HTS, no call of its own (marks repeat the call); double positive events, %; measured here: CD8+ vesicle-bound cell fraction;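 binding gate set so that unloaded-vesicle control wells show 10% double positive cells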
NTR1 ag cell count 20 µM: second read-out of NTR1 ag, no call of its own (marks repeat the call); cell count; measured here: cell count, cytotoxicity flag
Dengue-2 NS5 capping pilot replicate: recorded beside Dengue-2 NS5 capping, whose call it bears; inhibition, %; measured here: pilot screen replicate inhibition
* = called active by the depositor; i = inactive; ? = inconclusive; . = no result given; & = joins results of further samples; [ ] = another dose, or the depositor's remark.

SMILES	NTR1 ag	NTR1 ag cell count 20 µM	T cell HTS	T cell HTS vesicle-bound %	RSV antiviral HEp-2	West Nile antiviral	Dengue-2 NS5 capping	MgcRacGAP inhibition	Large T inhibition	PhoP inhibition	K1F lysis inhibition	others
Cc1ccc(N=C2C(=O)Nc3ccccc32)cc1C	2.6	67	i	56	-0.5%	0.4%	.	1%	-4%	-5%	0.4%
Cc1cc(C(=O)OCC(=O)c2ccc3c(c2)OCCO3)c(C)o1	1.3	63	i	25	1.1%	-0.2%	-3%	3%	4%	23%	6.6%
COc1ccc2c(CC(=O)OCC(=O)Nc3sc4c(c3C#N)CCC(C)C4)coc2c1 (centres undefined)	2.1	53	i	20	3.0%	0.2%	-3%	8%	1%	1%	0.5%
CCOC(=O)C1(Cc2ccccc2C)CCCN(C(=O)c2ccc(COC)o2)C1 (centres undefined)	0.5	69	i	17	0.6%	-1.2%	0%	-7%	15%	7%	-0.3%
CCSc1nnc2ccc(-c3ccc(OC)c(OC)c3)nn12	-1.0	59	i	21	2.3%	0.9%	-10%	12%	-1%	5%	0.1%
NC(=O)CC(NC(=O)Cc1cccc2ccccc12)c1ccc(N2CCc3ccccc3C2)c([N+](=O)[O-])c1 (centres undefined)	37	82	i	31	1.0%	0.4%	-1%	-2%	11%	4%	-2.5%
CC(C1CC1)N(Cc1ccccc1)C(=S)Nc1ccccc1 (centres undefined)	-0.5	52	i	54	0.0%	-0.4%	.	7%	9%	-6%	-0.4%
O=C(Nc1csnn1)c1csnn1	-1.0	91	i	32	0.0%	0.8%	-9%	.	3%	-1%	0.1%
Cc1ccccc1NC(=S)NCCO	0.0	89	i	56	1.4%	0.0%	-11%	10%	19%	-7%	0.4%
CCSc1nnc(NC(=O)CN2C(=O)N(C)C3(CCCCC3)C2=O)s1	0.4	60	.	.	.	.	-4%	7%	.	.	1.0%[50 µM]
NC(=O)CC(NC(=O)Cc1cccc2ccccc12)c1ccc(NCc2ccc(F)c(F)c2)c([N+](=O)[O-])c1 (centres undefined)	9.8	81	i	44	3.9%	0.1%	2%	-3%	18%	2%	0.0%
Cc1nn(CC(=O)NCCc2ccccc2)c(C)c1[N+](=O)[O-]	2.3	77	i	44	1.7%	-0.3%	-2%	4%	7%	14%	1.2%[50 µM]
COc1ccccc1N1CCN(C(=O)COc2ccc(S(=O)(=O)NC(C)(C)C)cc2)CC1	-0.1	39	i	32	-0.8%	0.3%	.	.	3%	5%	.
O=C(C[C@H]1C/C=C\C[C@H](Cc2ccc(F)cc2)C(=O)O[C@@H](c2ccccc2)CNC1=O)NCCO	0.1	68	i	12	.	.	-4%	11%	.	.	0.6%
N#Cc1c2ncn(CC(=O)c3ccc(Br)cc3)c(=O)c2c2n1CCC2	-0.9	48	i	39	-1.2%	0.0%	-2%	-3%	-4%	6%	1.9%
COc1ccc(CNC(=O)COC(=O)CNC(=O)c2sc3ccccc3c2Cl)cc1OC	4.3	50	i	23	2.4%	.	3%	8%	.	.	0.5%[50 µM]
CC(=O)NC(Cc1ccc(C(C)C)cc1)C(=O)NC1CCN(C(=O)c2cccc(C)c2)CC1 (centres undefined)	0.3	41	i	47	1.9%	-0.1%	-15%	4%	4%	-1%	0.4%
COc1ccc(C(=O)N2CCN(Cc3ccc(OC)c(OC)c3)CC2)cc1	0.2	64	i	49	1.6%	-0.7%	-3%	?	29%	-6%	-0.6%
CCCn1c(SCC(=O)NC2CCCc3ccccc32)n[nH]c1=O (centres undefined)	6.3	55	i	23	2.9%	0.3%	-7%	8%	5%	0%	0.2%
CCOc1ccc(CCNC(=O)COC(=O)CNS(=O)(=O)c2ccc(C)cc2)cc1OCC	0.7	69	i	35	-2.0%	.	-11%	7%	13%	-1%	1.3%[50 µM]
N#CC(C#N)=C1NC2(CCCC2)Cc2ccccc21	0.6	74	i	3	0.9%	-0.3%	-4%	1%	3%	-1%	1.0%
CN1C(=O)[C@@H]2[C@H](C1=O)[C@@H]1C(=O)Nc3ccccc3C(=O)N1[C@@H]2c1ccc(F)cc1	-5.0	52	i	56	0.0%	-0.1%	6%	3%	0%	6%	0.0%
O=C(NCc1nc2ncc(Br)cc2[nH]1)c1ccccc1	-1.7	90	i	61	0.9%	-0.7%	2%	10%	4%	21%	0.8%
Fc1ccc(CNc2nc(-c3ccccc3)nc3ccccc23)cc1	6.3	92	.	.	.	-0.5%	-3%	11%	-1%	8%	-1.4%
CCN(CC)C(=O)[C@H]1CC(CC(=O)NCCCOC)C(=O)N2CCc3c([nH]c4ccccc34)[C@]12C (some centres undefined)	3.0	53	i	6	.	.	9%	12%	.	.	0.1%	Dengue-2 NS5 capping pilot replicate=1.8
Cn1c(=O)n(C)c2cc(S(=O)(=O)NCc3ccccc3)ccc21	0.8	34	i	65	-0.4%	-0.3%	-6%	10%	2%	-7%	0.9%
O=C(Nc1ccccc1N1CCOCC1)c1ccc([N+](=O)[O-])s1	0.2	53	i	43	.	.	-3%	8%	.	.	0.3%
O=C(COC(=O)/C=C/c1cccs1)Nc1ccccc1Cl	-0.8	26	i	56	-1.2%	0.5%	5%	3%	11%	-1%	1.3%
C=CCn1c(SCC(=O)N2CCN(CCO)CC2)nc2sc3c(c2c1=O)CCC3	-0.2	53	i	28	0.2%	-0.7%	-5%	8%	16%	-6%	1.4%[50 µM]
CC1(C)C(=O)Nc2ccccc2N1C(=O)CSc1nnc2ccccn12	-0.7	68	i	25	2.0%	0.1%	0%	12%	22%	-2%	0.3%
CCNCc1cc(Cl)c(OCc2ccccc2)c(OCC)c1	1.2	36	i	32	-1.2%	-1.8%	1%	7%	1%	6%	0.8%
Cc1nnc(SCC(=O)N2CCOCC2)s1	-0.4	87	i	50	-0.6%	-0.2%	-1%	4%	-1%	5%	-0.3%
CCOc1cccc2sc(N(CCCN(C)C)C(=O)c3ccc(S(=O)(=O)N4CCCCCC4)cc3)nc12	4.9	66	i	9	-0.4%	-1.1%	-1%	11%	7%	6%	0.7%[50 µM]
N#CC1(c2ccc(NC(=O)c3ccccc3F)cc2)CCCC1	2.7	32	i	42	38%	-1.5%	-12%	-1%	10%	29%	0.1%
Cc1c(C)n(CCC(=O)O)c2ccccc12	1.7	55	i	64	-1.4%	-0.1%	1%	13%	5%	-1%	0.0%
CCc1nnc(NC(=O)/C=C/c2ccco2)s1	3.7	102	i	56	1.1%	-0.2%	2%	10%	13%	0%	-0.1%
CN(C(=O)CC1C(=O)NCCN1C/C=C/c1ccccc1)C1CCOCC1 (centres undefined)	1.0	61	i	34	1.7%	0.0%	1%	-8%	.	.	0.5%
Cn1c(NC(=O)Cc2cccc3ccccc23)cc(=O)n(C)c1=O	3.3	41	i	24	2.6%	-0.1%	3%	10%	5%	-3%	-0.1%
Cc1cc(C)nc(N2C(=O)CC(Cc3ccc(Cl)cc3)C2=O)n1 (centres undefined)	-0.2	37	i	46	6.2%	0.5%	4%	3%	18%	-7%	1.2%
O=C(CCc1nc2ccccc2[nH]1)NCc1ccc2c(c1)OCO2	-0.4	99	i	24	1.2%	0.2%	-1%	10%	3%	1%	-0.9%
COc1ccc([N+](=O)[O-])cc1NC(=O)C1(c2ccccc2)CCOCC1	-1.4	45	i	15	-0.9%	0.8%	5%	6%	-1%	-2%	0.2%
COc1ccc(-n2ncc3c(NCC(C)C)ncnc32)cc1	0.1	49	i	49	8.5%	1.9%	-8%	8%	5%	10%	0.1%
CC(=O)O[C@]1(C(C)=O)CC[C@H]2[C@@H]3C=C(C)C4=CC(=O)CC[C@]4(C)[C@H]3CC[C@@]21C	0.9	45	i	18	8.7%	0.1%	-3%	2%	8%&24%	0%&-7%	4.4%
CCOC(=O)C1=C(Nc2ccc(C)cc2)CC(C)(O)C(C(=O)OCC)C1c1ccccc1 (centres undefined)	4.6	100	i	8	1.8%	0.1%	-5%	1%	-2%	-7%	-0.2%
COc1ccccc1N1CCN(C(=O)c2ccc(N(C)S(=O)(=O)c3ccccc3)cc2)CC1	-0.2	65	i	20	2.4%	0.2%	-6%	7%	6%	1%	0.3%
Cc1ccc(S(=O)(=O)NNC(=O)C2CCN(Cc3ccccc3)CC2)cc1	-3.1	79	i	11	-0.9%	-0.2%	-1%	2%	6%	6%	0.7%
COc1ccc(S(=O)(=O)NCCC(=O)NC2CCCCCCC2)cc1	-0.5	82	i	49	-1.2%	-0.5%	-5%	7%	-1%	3%	2.2%
COc1ccccc1CN1[C@@H](CC(C)=O)c2cc(C(F)(F)F)ccc2S1(=O)=O	-2.3	71	i	16	-0.1%	0.0%	-3%	9%	17%	.	0.1%

Ordered by heavy-atom count (rising): some entries from above.
SMILES	NTR1 ag	NTR1 ag cell count 20 µM	T cell HTS	T cell HTS vesicle-bound %	RSV antiviral HEp-2	West Nile antiviral	Dengue-2 NS5 capping	MgcRacGAP inhibition	Large T inhibition	PhoP inhibition	K1F lysis inhibition	others
COc1ccc([N+](=O)[O-])cc1NC(=O)C1(c2ccccc2)CCOCC1	-1.4	45	i	15	-0.9%	0.8%	5%	6%	-1%	-2%	0.2%
Cc1ccc(S(=O)(=O)NNC(=O)C2CCN(Cc3ccccc3)CC2)cc1	-3.1	79	i	11	-0.9%	-0.2%	-1%	2%	6%	6%	0.7%
CC(=O)O[C@]1(C(C)=O)CC[C@H]2[C@@H]3C=C(C)C4=CC(=O)CC[C@]4(C)[C@H]3CC[C@@]21C	0.9	45	i	18	8.7%	0.1%	-3%	2%	8%&24%	0%&-7%	4.4%
COc1ccccc1N1CCN(C(=O)c2ccc(N(C)S(=O)(=O)c3ccccc3)cc2)CC1	-0.2	65	i	20	2.4%	0.2%	-6%	7%	6%	1%	0.3%
